Dyrk1A ADPGlo: rat Dyrk1A kinase inhibitors, primary screen, biochemical, single point, plate reader | Dual specificity tyrosine-phosphorylation-regulated kinase 1A (Rattus norvegicus), Q63470 | ADP-Glo luminescence, NFATc1 peptide | inhibition, % at 12.5 µM | hit rate 0.43% among 310,000 | AID 504441, 2011; in the data active = inhibition above about 50%;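 also: plate controls were vehicle with enzyme for no effect and no enzyme for full effect; many of its hits are not listed in these tables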
TRPC4 potent: positive allosteric modulators of TRPC4, primary screen, cell-based, mouse TRPC4beta, HEK293 mu-opioid, Fluo-4 calcium; DAMGO EC20, Fluo-4 Ca2+ flux; active compounds read high; hit rate 0.42% among 310,000; B-score at 10 µM;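 active = B-score of calcium response area above 5 SD of library B-scores, with initial fluorescence ratio within 5 SD of library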;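 also: B-score of integrated fluorescence ratio over time as area under calcium response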
PolyA inhibitor: polyadenylation inhibitors in yeast reporter cells, primary screen, luminescence, S. cerevisiae; S. cerevisiae SKY197-pL101 polyadenylation reporter, beta-gal luminescence; efflux-impaired pdr1/pdr3 knockout yeast; score 100 = 6 SD above DMSO; calls only at 12 µM; hit rate 0.02% among 300,000; AID 1875, 2009;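 active = lowest replicate activity score at least 50, where 100 means six control SD above control mean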;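 also: yeast exposed to compound for 9 h at 30 °C; higher score means more reporter readthrough which indicates perturbed polyadenylation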
TRPC4 act: activators of mouse TRPC4 channel, primary screen, Fluo4 calcium, HEK293 TRPC4beta/mu-opioid cells; Fluo4 calcium fluorescence; active compounds read high; B-score at 10 µM; hit rate 0.49% among 310,000; AID 2237, 2010;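 active = B-score above 5 SD of library B-scores, and initial fluorescence ratio not above library mean plus 5 SD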;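 also: positive B-score marks a calcium rise read as TRPC4 activation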
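system = HEK293 cells stably co-expressing mouse TRPC4beta and mu-opioid receptor | schedule = Fluo4 dye loading 45 min at room temperature, 110 s recording | measure = B-scored integrated calcium fluorescence ratio | signal = Fluo4 calcium-sensitive dye fluorescence, kinetic, 1 Hz baseline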
KCNK9 block: KCNK9 potassium channel inhibitors, primary screen, HEK293 cells, thallium flux | Potassium channel subfamily K member 9 (Homo sapiens), Q9NPC2 | FluxOR thallium flux fluorescence; active compounds read low | B-score at 10 µM | hit rate 1.2% among 310,000 | AID 488922, 2010;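 active = ratio B-score over 3 SD below the library mean, with starting fluorescence within 5 SD of its mean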;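 also: negative B-score means less thallium flux so channel inhibition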
Target sequence (Q9NPC2 whole entry, looked up): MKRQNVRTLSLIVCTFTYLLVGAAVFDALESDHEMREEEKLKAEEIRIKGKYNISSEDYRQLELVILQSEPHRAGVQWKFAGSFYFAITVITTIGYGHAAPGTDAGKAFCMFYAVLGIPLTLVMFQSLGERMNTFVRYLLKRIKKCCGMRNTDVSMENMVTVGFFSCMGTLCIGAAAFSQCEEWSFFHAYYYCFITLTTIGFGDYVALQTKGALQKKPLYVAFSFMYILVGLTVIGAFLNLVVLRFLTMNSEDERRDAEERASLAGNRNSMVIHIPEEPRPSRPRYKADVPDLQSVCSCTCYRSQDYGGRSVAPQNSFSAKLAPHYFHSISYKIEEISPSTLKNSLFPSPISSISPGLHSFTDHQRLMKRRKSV
TRPC4 block: inhibitors of mouse TRPC4 channel, primary screen, Fluo4 calcium, HEK293 TRPC4beta/mu-opioid cells; DAMGO-evoked Fluo4 calcium flux; active compounds read low; hit rate 0.39% among 300,000; Short transient receptor potential channel 4 (Mus musculus), Q9QUQ5; AID 2247, 2010; B-score at 10 µM;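 active = B-score over 3 SD under the library average, no early fluorescence shift, positive overall ratio signal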
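Test system – stable TRPC4beta/mu-opioid receptor HEK293 cells · Probe or stimulus – DAMGO, a submaximal dose followed by a maximal one · Dosing – one concentration per compound · Signal – Fluo4 calcium fluorescence by kinetic imaging, 5 s 1 Hz baseline · Evaluation – per-well B score of integrated baseline-normalized Fluo4 ratio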
KCNK3 block: human KCNK3 channel inhibitors, primary screen, CHO cells, FluxOR thallium flux, B-score | Potassium channel subfamily K member 3 (Homo sapiens), O14649 | FluxOR fluorescence; active compounds read low | B-score at 10 µM | hit rate 0.84% among 340,000 | AID 602410, 2012;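 active = B-score under library mean minus 4 SD, starting fluorescence ratio at most library mean plus 5 SD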;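 also: more negative B-score means stronger inhibition of thallium flux through KCNK3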
Target sequence (O14649 whole entry, looked up): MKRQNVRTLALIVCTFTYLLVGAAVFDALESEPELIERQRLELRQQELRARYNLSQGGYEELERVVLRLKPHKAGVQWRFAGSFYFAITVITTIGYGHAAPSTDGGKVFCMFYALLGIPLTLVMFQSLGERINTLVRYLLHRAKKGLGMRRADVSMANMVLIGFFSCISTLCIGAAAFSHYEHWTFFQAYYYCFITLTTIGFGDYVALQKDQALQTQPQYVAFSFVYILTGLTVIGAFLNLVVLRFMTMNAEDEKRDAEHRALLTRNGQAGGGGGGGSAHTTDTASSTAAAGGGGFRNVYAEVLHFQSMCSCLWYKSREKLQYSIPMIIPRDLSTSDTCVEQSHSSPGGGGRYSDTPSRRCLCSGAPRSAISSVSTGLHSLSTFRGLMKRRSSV
hERG protect: hERG rescue from dofetilide block, primary screen, cell-based, CHO-hERG, FluxOR thallium flux, dofetilide IC70 | dofetilide IC70 present | activation (rescue from dofetilide block), less the hit threshold, % at 10 µM | hit rate 0.51% among 310,000;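 active = activation above the mean of controls blocked by dofetilide plus 5 SD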;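 also: thallium influx through hERG after potassium depolarization seen as dye fluorescence rise; in these data hits start at about 4.7%; inactives centre near -7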
KCNQ1 pot: potentiators or activators of KCNQ1 channel, primary screen, cell-based, thallium flux, high-throughput | hit rate 0.35% among 310,000 | AID 2648, 2010 | B-score at 10 µM | Potassium voltage-gated channel subfamily KQT member 1 (Homo sapiens), P51787 | CHO-K1 KCNQ1, thallium flux FluxOR fluorescence; active compounds read high;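 active = fluorescence ratio B-score, a plate-corrected score, at least three library SD, with initial intensity B-score within 5 SD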
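Assay system: CHO-K1 cells stably expressing KCNQ1; Medium: assay buffer with matched DMSO; Also added: K+/Tl+ depolarizing stimulus; Dosing: single dose; Timing: dye 90 min, compound 20 min, room temperature; Measured by: kinetic FluxOR thallium fluorescence, 10-s 1-Hz baseline, 110-s post-stimulus read; Read-out: peak-minus-minimum fluorescence over initial fluorescence, negative-control normalized, B-scored.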
Platelet DG rel: inhibitors of platelet dense granule secretion, primary screen, cell-based, MLPCN, human platelets; human platelet-rich plasma, SFLLRN dense granule ATP release, luminescence; inhibition, %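 (compounds screened at 7.5 µM in platelet-rich plasma)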; hit rate 0.22% among 300,000;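 active = mean replicate score, as percent of positive control, at or above 50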
KCNQ1 block: inhibitors of human KCNQ1 channel, primary screen, cell-based, thallium flux, high-throughput. Potassium voltage-gated channel subfamily KQT member 1 (Homo sapiens), P51787. CHO-K1 KCNQ1, FluxOR thallium flux fluorescence; active compounds read high. B-score at 10 µM. hit rate 1.3% among 310,000. AID 2642, 2010;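 active = compounds whose thallium flux B-score, printed positive for inhibition, exceeds three library SD while starting fluorescence stays within three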;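 also: channel opened by potassium depolarization with thallium stimulus after 20 min compound exposure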
Starred values were filed as active, the others as inactive; i = inactive; . = not tested or not shown. This is a subset, so the mix of outcomes need not match the whole.

Values run as follows: KCNK9 block	KCNQ1 block	KCNK3 block	hERG protect	TRPC4 act	KCNQ1 pot	TRPC4 block	PolyA inhibitor	Platelet DG rel	TRPC4 potent	Dyrk1A ADPGlo
1	CC(c1nc2ccccc2c(=O)[nH]1)N1CCOCC1 (centres undefined)
    i	i	i	-5	i	i	i	i	-2	i	-3
2	Cc1sc2nc(CC(=O)NN)[nH]c(=O)c2c1C
    i	i	i	-5	i	i	i	i	3	i	-4
3	CC(C)CC(OC(=O)c1nsc(Cl)c1Cl)C(=O)NCc1cccs1 (centres undefined)
    i	i	i	-2	i	i	i	i	1	i	11
4	O=C(O)C1C2CC2CN1C(=O)c1ccc(Cl)cc1 (centres undefined)
    i	i	i	-9	i	i	i	i	-2	i	-3
5	S=c1[nH]nc(-c2ccccn2)n1/N=C/c1ccc(Cl)c(Cl)c1
    i	i	i	-10	i	i	i	i	-17	i	.
6	COc1ccc(C)cc1NC(=O)CSc1ccc(-c2sc(C)nc2C)nn1
    i	i	i	-9	i	i	i	i	-16	i	-8
7	CCOCCn1c(COc2ccc(C)cc2)nc2ccccc21
    i	i	i	-6	i	i	i	i	5	i	2
8	O=C(N/N=C/c1cc(Br)cc(Cl)c1O)c1ccc2c(c1)OCO2
    i	i	i	-10	i	i	i	i	-9	i	9
9	COc1cc(-c2noc(C)c2C(=O)NCCO)cc(OC)c1OC
    i	i	i	-1	i	i	.	i	-2	i	-4
10	COC(=O)c1cccc(Nc2ncnc3sccc23)c1
    i	i	i	-3	i	i	i	i	0	i	5
11	Cc1ccc(-c2csc(Cc3nc(-c4ccc5c(c4)CCC(=O)N5)cs3)n2)cc1
    i	i	i	-6	i	i	i	i	-1	i	-6
12	O=C(NCCOc1cccc2cccnc12)c1cccs1
    i	i	i	-4	i	i	i	i	5	i	2
13	C/C(=N\NC(=O)c1ccc(F)cc1)c1ccc(NC(=O)Cc2ccccc2)cc1
    i	i	i	-7	i	i	i	i	9	i	3
14	COC(=O)CCC(=O)OC1(C)C(=O)C=C2C=C(C3CC3)N(C3CCCCC3)C=C2C1=O (centres undefined)
    i	i	i	-8	i	i	i	i	-3	i	9
15	CCC(C)N1CCCC1C(=O)Nc1c(C)cc(C)cc1C (centres undefined)
    i	i	i	-8	i	i	i	i	3	i	8
16	COC(=O)C1=C(SC)N(c2ccc(OC)cc2)C(c2ccccc2)CC1=O (centres undefined)
    i	i	i	-2	i	i	i	i	0	i	.
17	COc1ccc(S(=O)(=O)NCC2CCCN(Cc3cccc(C(C)=O)c3)C2)cc1 (centres undefined)
    i	i	i	-8	i	i	i	i	-4	i	-1
18	COc1ccc(/C=C/C(=O)Nc2ccc(-c3nnc4n3CCCCC4)cc2)c(OC)c1
    i	i	i	-10	i	i	i	i	-2	i	4
19	CCC(c1nnc(SCC(=O)Nc2ccc(C(N)=O)cc2)n1Cc1ccccc1)N(C)C (centres undefined)
    i	i	i	-7	i	i	i	i	5	i	-10
20	COc1cc(CC(=O)NNC(=O)c2cc(C)oc2C)cc(OC)c1OC
    i	i	i	-7	i	i	i	i	-5	i	-3
21	CC(C)C(NC(=O)c1ccco1)C(=O)OCC(=O)c1ccccc1 (centres undefined)
    i	i	i	-9	i	i	i	i	0	i	.
22	COc1oc(-c2ccccc2)nc1C(F)(F)F
    i	i	i	-2	i	i	i	i	4	i	.
23	COc1cc(/C=C2/C(=O)N(c3ccccc3)N=C2C)ccc1OS(=O)(=O)c1ccccc1
    i	i	.	-8	i	i	i	i	16	i	.
24	O=C(c1cc(F)ccc1F)C1CCCN(C(=O)c2ccc(F)cc2Cl)C1 (centres undefined)
    i	i	i	-11	i	i	i	i	2	i	.
25	C[C@@H]1C=C(C(=O)NC2CC2)O[C@H](OCc2ccc(CO)cc2)C1
    i	i	i	-12	i	i	i	i	2	i	1
26	Cc1nn(Cc2ccc(Cl)c(Cl)c2)c(C)c1NC(=O)c1cn(-c2ccccc2)nc1-c1ccccc1
    i	i	i	-1	i	i	i	i	.	i	-3
27	COc1ccc(C2NN=C(c3c[nH]c4ccccc34)C2O)cc1 (centres undefined)
    i	i	i	-9	i	i	i	i	-1	i	-5
28	CC1CCN(c2ccc(NC(=O)c3ccc(Br)o3)cc2)CC1
    i	i	i	-11	i	i	i	i	10	i	-1
29	CC(C(=O)NCCc1nc2ccccc2[nH]1)n1cc([N+](=O)[O-])cn1 (centres undefined)
    i	i	i	-8	i	i	i	i	-7	i	0
30	Cc1cc(NC(=O)NC(=O)c2ccccc2F)no1
    i	i	i	-3	i	i	i	i	-14	i	0
31	CCOC(=O)c1c(NC(=O)c2c(C(=O)O)cccc2[N+](=O)[O-])sc(C)c1C
    i	i	i	-6	i	i	i	i	-10	i	-5
32	O=S(=O)(c1ccc(S(=O)(=O)N(Cc2ccccc2)Cc2ccco2)cc1)N1CCCC1
    i	i	i	-6	i	i	i	i	-11	i	6
33	Cc1ccc(C(=O)NC(C)c2ccc(C)c(C)c2)s1 (centres undefined)
    i	i	i	1	i	i	i	i	-7	i	.
34	COC(=O)C1=C(O)/C(=C\c2ccc(OCC(=O)Nc3ccc(OC)cc3)cc2)N=C1C
    i	i	i	-8	i	i	i	i	22	i	-1
35	COc1cc(O)c(CCC(=O)c2cc(OC)c(OC)c(OC)c2)c(OC)c1
    i	i	i	-32	i	i	i	i	9	i	0
36	CC(C(=O)OCC(=O)c1ccc([N+](=O)[O-])cc1)N1C(=O)C2C3CCC(C3)C2C1=O (centres undefined)
    i	i	i	-9	i	i	i	i	-2	i	-3
37	O=C(Cc1ccc(Br)cc1)NC1CCN(Cc2ccccc2)CC1
    i	i	i	-12	i	i	i	i	7	12*	-1
38	O=CN1CCN(C(=S)Nc2ccc(OC(F)F)cc2)CC1
    i	i	i	-13	i	i	i	i	3	i	3
39	CC1CCN(CC(=O)Nc2ccccc2C(=O)c2ccccc2)CC1
    i	i	i	-8	i	i	i	i	5	i	4
40	CC(NC(=O)Cc1cccs1)C(c1cccs1)N1CCOCC1 (centres undefined)
    i	i	i	-13	i	i	i	i	-1	i	2
41	CCn1nnc(NC(=O)COc2ccc(C3CCCCC3)cc2)n1
    i	i	-9.7*	-15	i	i	i	i	10	i	1
42	CCN1c2ccccc2-c2nc3ccccc3n2C1c1cccs1 (centres undefined)
    -9.3*	i	i	-7	i	i	i	i	-7	i	7
43	COc1ccccc1Nc1nc(N)nc(CN2CCN(Cc3ccc4c(c3)OCO4)CC2)n1
    i	i	i	-9	i	i	i	i	4	i	.
44	COc1ccccc1NC(=O)CN1CCSc2ccccc21
    i	i	i	-10	i	i	i	i	2	i	1
45	O=C(c1cc(F)ccc1F)N1CCC(N2CCC(C(=O)N3CCCC3)CC2)CC1
    i	i	i	-6	i	i	i	i	6	i	3
46	O=C(/C=C\c1ccccc1)Nc1ccc(NC(=O)c2ccco2)cc1
    i	i	i	-10	i	i	i	i	-1	i	-1
47	O=C(O)CCCN1C(=O)C(=O)/C(=C(/O)c2ccccc2)C1/C=C/c1ccccc1 (centres undefined)
    i	i	i	0	i	i	i	i	2	i	-4
48	CC(C)(CC(=O)O)CC(=O)NCc1c(Cl)cccc1Oc1ccccc1
    i	i	i	-9	i	i	i	i	-2	i	.
49	CS(=O)(=O)N(CC(=O)NC1CCCCC1)Cc1ccc(Cl)cc1
    i	i	i	-10	i	i	i	i	1	i	-8
50	COc1ccccc1Oc1cc(F)nc(N)n1
    i	i	i	-10	i	i	i	i	-2	i	7
51	CCCc1cc(=O)oc2c(C)c(OCC(=O)Nc3cccnc3)ccc12
    i	i	i	-9	i	i	i	i	2	i	0
52	CCCC(C)NC(=O)c1ccc(-c2ccccc2)cc1 (centres undefined)
    i	i	.	-8	i	i	i	i	-2	i	.
53	O=C(/C=C/c1ccccc1Br)c1ccc2c(c1)OCO2
    i	i	i	-11	i	i	i	i	-9	i	2
54	COc1ccccc1OCCCc1c(C)n[nH]c1C
    i	i	i	-8	i	i	i	i	5	i	2
55	CC1(C)CC(=O)C=C(Nc2ccc(O)c(C(=O)O)c2)C1
    i	i	i	-3	i	i	i	.	-6	i	2
56	Cc1cccc(-c2nc(CN3CCCC(C(=O)NC4CCCC4)C3)c(C)o2)c1 (centres undefined)
    i	i	i	-7	i	i	i	i	1	i	-2
57	O=C(NCc1ccc(Cl)cc1)c1cc(=O)nc2sc(-c3ccccc3)nn12
    i	i	i	-7	i	i	i	i	-25	i	11
58	CCN1CCN(Cc2nc3c(c(=O)n(C)c(=O)n3C)n2C(C)C(C)=O)CC1 (centres undefined)
    i	i	i	-12	i	i	i	i	1	i	0
59	CCO[C@H]1OC(C(=O)N2CCN(Cc3ccccc3)CC2)=C[C@@H](c2ccccc2)[C@@H]1CCCO
    i	i	i	-6	i	i	i	i	-4	i	-4

Compounds above that have an aryl thioether with sulfur outside any ring:
Values run as follows: KCNK9 block	KCNQ1 block	KCNK3 block	hERG protect	TRPC4 act	KCNQ1 pot	TRPC4 block	PolyA inhibitor	Platelet DG rel	TRPC4 potent	Dyrk1A ADPGlo
6	COc1ccc(C)cc1NC(=O)CSc1ccc(-c2sc(C)nc2C)nn1
    i	i	i	-9	i	i	i	i	-16	i	-8
19	CCC(c1nnc(SCC(=O)Nc2ccc(C(N)=O)cc2)n1Cc1ccccc1)N(C)C (centres undefined)
    i	i	i	-7	i	i	i	i	5	i	-10

Screening data deposited in PubChem BioAssay by several laboratories.
